RXFP1 agonist – agonists of human relaxin receptor RXFP1; Potency, µM (series often up to 57.5 µM), for inactives: at the top dose activation, usual class: activators; Q9HBX9; AID 2676; HEK293T-RXFP1 cAMP TR-FRET, 30 min; response scale: percent of porcine relaxin response, buffer zero; actives 0.3% (n = 370,000); further: potency means the concentration at half of the fitted maximal effect; on the % scale 0 is the no-effect control and ±100 the full control effect; nearly all actives have a fitted effect of over 60% in size; many of its hits are not listed in these tables
Target sequence (Q9HBX9 whole entry, looked up): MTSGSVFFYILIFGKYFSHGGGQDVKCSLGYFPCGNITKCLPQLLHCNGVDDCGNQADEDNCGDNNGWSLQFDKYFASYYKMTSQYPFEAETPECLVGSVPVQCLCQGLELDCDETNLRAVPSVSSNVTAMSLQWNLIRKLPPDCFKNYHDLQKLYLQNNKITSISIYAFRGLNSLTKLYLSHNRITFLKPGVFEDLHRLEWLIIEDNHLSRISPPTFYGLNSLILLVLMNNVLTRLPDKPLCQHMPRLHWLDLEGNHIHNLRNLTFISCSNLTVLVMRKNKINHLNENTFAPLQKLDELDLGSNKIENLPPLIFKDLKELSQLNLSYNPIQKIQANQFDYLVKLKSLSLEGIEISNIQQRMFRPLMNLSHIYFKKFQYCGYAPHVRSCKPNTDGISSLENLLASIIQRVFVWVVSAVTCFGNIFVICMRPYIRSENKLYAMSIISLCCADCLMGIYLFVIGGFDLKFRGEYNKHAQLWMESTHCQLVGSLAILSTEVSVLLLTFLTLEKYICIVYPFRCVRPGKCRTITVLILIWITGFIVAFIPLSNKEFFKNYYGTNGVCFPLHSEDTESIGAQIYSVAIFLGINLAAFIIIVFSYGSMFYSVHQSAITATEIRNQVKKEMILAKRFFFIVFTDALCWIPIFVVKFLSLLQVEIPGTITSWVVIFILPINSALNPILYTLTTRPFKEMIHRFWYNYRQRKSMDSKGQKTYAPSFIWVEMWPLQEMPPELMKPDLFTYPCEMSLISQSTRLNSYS
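Agonist response is measured as cAMP accumulation in an RXFP1-transfected HEK293T line under PDE4 inhibition. Values are scaled between buffer-only and 29 nM porcine relaxin, and EC50s come from standard Hill equation fits.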
USP1 inh – USP1/UAF1 (human) deubiquitinase inhibition | actives 0.23% (n = 390,000) | Potency, µM (doses to about 57.1 µM), inactives show at the top dose activity change, negative = inhibition, hits mostly inhibitors | recombinant USP1/UAF1, Ub-Rhodamine cleavage fluorescence | AID 743255 | O94782; further: potency means the concentration at half of the fitted maximal effect; on the % scale 0 is the no-effect control and ±100 the full control effect; nearly all actives have a fitted effect of over 60% in size; inactives centre near -12
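Step one: compound is pinned into 1nM USP1/UAF1 in HEPES pH 7.8 buffer with TCEP. Step two: 15 min room-temperature incubation. Step three: Ub-Rho (150nM final) starts cleavage, tracked by fluorescence over six one-minute reads.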
mIDH1 inhibitor – blocks human mutant IDH1 R132H enzyme; O75874; IDH1-R132H enzyme, NADPH consumption, diaphorase/resazurin fluorescence; Potency, µM (series often up to 76.6 µM), for inactives: top-dose activity change, negative = inhibition, actives largely listed as inhibitors; actives 0.093% (n = 390,000); AID 602179; further: potency means the concentration at half of the fitted maximal effect; on the % scale 0 is the no-effect control and ±100 the full control effect; nearly all actives have a fitted effect of over 65% in size
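IDH1-R132H (0.5 ug/mL) preincubated 30 min with compound, then NADPH (0.016 mM) and alpha-KG (2 mM) added; 80 min at RT, pH 7.5. Remaining NADPH coupled via diaphorase/resazurin to fluorescence (540/590 nm); concentration-response curves normalized to no-enzyme control.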
LDHA block – LDHA (human) enzyme inhibition; P00338; purified LDHA, NADH/diaphorase-resazurin fluorescence; active compounds read low; activity change, % (values are at about 110 or 230 µM); actives 0.15% (n = 480,000); AID 1347041; in the data active means activity change below about -30%; inconclusive means mostly about -25% to -30%;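 further: plate controls were DMSO wells for no effect and wells without enzyme for full effect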
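Remaining NADH was detected by diaphorase (0.133 mg/mL) converting 37 µM resazurin to fluorescent resorufin, read at 0 and 20 minutes. The preceding 5-minute room-temperature reaction used 2 nM LDHA, 0.2 mM sodium pyruvate and 0.06 mM NADH at pH 7.4.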
Vif-APOBEC3G blk – blocks the Vif interaction with human APOBEC3G | HeLa A3G-eYFP + Vif (tagged APOBEC3G with the HIV-1 protein that degrades it), YFP fluorescence, overnight | Potency, µM (series often up to 46.1 µM), without a hit: at the top dose activity, negative = active, hits mostly inhibitors | actives 0.076% (n = 410,000) | AID 602310;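 further: potency means the concentration at half of the fitted maximal effect; on the % scale 0 is the no-effect control and ±100 the full control effect; nearly all actives have a fitted effect of over 60% in size; hits raise eYFP signal because A3G escapes Vif-driven loss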
Target sequence (Q9HC16 whole entry, looked up): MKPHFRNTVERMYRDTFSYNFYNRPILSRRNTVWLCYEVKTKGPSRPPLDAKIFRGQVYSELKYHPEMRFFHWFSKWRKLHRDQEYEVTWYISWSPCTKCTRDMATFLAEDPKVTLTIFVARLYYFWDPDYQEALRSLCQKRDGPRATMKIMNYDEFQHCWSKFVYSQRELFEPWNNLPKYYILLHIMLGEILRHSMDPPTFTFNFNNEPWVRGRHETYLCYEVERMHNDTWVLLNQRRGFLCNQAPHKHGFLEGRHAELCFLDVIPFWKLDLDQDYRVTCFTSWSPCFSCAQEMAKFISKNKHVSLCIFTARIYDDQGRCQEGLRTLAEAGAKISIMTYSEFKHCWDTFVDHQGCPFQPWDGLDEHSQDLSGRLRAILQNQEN
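HeLa cells stably expressing Vif and C-terminally eYFP-tagged A3G, seeded overnight at 37 deg C, then exposed to compound by pintool overnight at 37 deg C. Rise in yellow fluorescence (Ex 488/Em 500-530, Acumen) marks blocked Vif-driven A3G degradation.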
GRP78 ERSR act – induces the endoplasmic reticulum stress response in human glioma cells | U87-MG GRP78 promoter luciferase reporter, 16 h | Potency, µM, for the others: top-dose activation, actives largely listed as activators | actives 0.02% (n = 420,000); further: potency means the concentration at half of the fitted maximal effect; series mostly up to about 76 µM; % of control where 0% means no effect; nearly all actives have a fitted effect of over 35% in size
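Stably transfected U87-MG human glioma cells carrying a GRP78-based luminescent sensor were seeded at 1000 cells/well, pin-dosed with compounds and incubated 16 h. Luciferase reagent was then added, and end-point luminescence was read after 10 min at room temperature.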
Vif-APOBEC3F blk – inhibitors of Vif-A3F interaction. HeLa A3F-eYFP + Vif (tagged APOBEC3F with the HIV-1 protein that degrades it), YFP fluorescence increase. Potency, µM (titrated, usually from 46.1 µM), for the others: at the top dose activity, negative = active. actives 0.2% (n = 390,000); further: potency means the concentration at half of the fitted maximal effect; % of control where 0% means no effect; nearly all actives have a fitted effect of over 65% in size
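Fluorescence increase (Ex 488/Em 500-530) after overnight compound treatment at 37 deg C flags inhibition of Vif-driven A3F-eYFP loss in stable HeLa A3F-eYFP/Vif cells seeded overnight beforehand.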
PI4K2A block – PI4K2A (human) kinase inhibition | actives 0.13% (n = 420,000) | Q9BTU6 | activity change, negative = inhibition, % at 76.9 µM | purified PI4K2A, ADP-Glo luminescence, 1 h; active compounds read low; in the data active means activity change below about -50%; inconclusive means mostly about -30% to -49%;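 further: -100% = wells without enzyme as full effect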
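Compounds are screened against recombinant PI4K2A using PI as substrate and ATP, the latter dispensed at 300 microM. Reactions run one hour at ambient temperature before ADP-Glo detection; full inhibition defined by wells lacking enzyme.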
TrxR1 substrate – substrates of rat thioredoxin reductase 1. actives 0.01% (n = 390,000). purified TrxR1 substrate turnover, NADPH consumption readout. Potency, µM (series often up to 114 µM), without a hit: at the top dose activity change, negative = substrate turnover; further: potency means the concentration at half of the fitted maximal effect; on the % scale 0 is the no-effect control and ±100 the full control effect; nearly all actives have a fitted effect of over 50% in size
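Rat TrxR1, dispensed at 90 nM, was prereduced with 400 uM NADPH (final) for 5 min at ~22 deg C, then incubated with compound 15 min before 400 uM selenite. A first-read NADPH fluorescence drop versus no-compound background flagged substrates.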
An asterisk follows results filed as active; ? = inconclusive; · = not tested or not shown; & = joins results of further samples; [ ] = remark or other dose. Unless noted, the call rests on the fitted dose curve; in most records, active means well fitted curve in the direction sought with a large enough effect; inconclusive means small, poorly fitted or top-dose-only effect, or another doubt; inactive means no such curve, though single readings can be large; an effect the other way counts as inactive or inconclusive. An excerpt, so the mix of outcomes need not match the whole.

SMILES	RXFP1 agonist	USP1 inh	mIDH1 inhibitor	LDHA block	Vif-APOBEC3G blk	GRP78 ERSR act	Vif-APOBEC3F blk	PI4K2A block	TrxR1 substrate
COc1cc(NC(=O)CSc2nc3ccccc3n2-c2ccccc2)c(C)cc1[N+](=O)[O-]	-1.0%	-10%	0%	1	-10%	13%	0%	-3	-2%
CC(C)Oc1ccc(CNS(=O)(=O)c2ccc3c(c2)C(C)(C)C(=O)N3C)cc1	1.0%	-8%	?	-2	4%	-3%	0%	1	5%[57.1 µM]
Cc1cc(C)cc(N(C(=O)c2csnn2)C(C(=O)NC2CCCCC2)c2ccncc2)c1 (stereo not drawn)	-0.5%	-14%	-25%	2	0%	-6%	5%	-3	6%[57.1 µM]
CC(C)c1nnc(-c2ccc(Cl)cc2)c(N(C)C)n1	1.6%	3%	4%	-14	1%	-3%	5%	2	-11%
CCC(=O)N1CCC1(C)C(=O)Nc1cccc2c1CCCC2 (stereo not drawn)	·	·	·	-1	1%	-2%	·	-1	·
O=C(CCCN1C(=O)/C(=C/c2ccco2)SC1=S)Nc1ccccc1C(=O)O	2.2%	-9%	-1%	5	?	-1%	0%	-2	4%[57.1 µM]
O=C(/C=C/c1ccc([N+](=O)[O-])cc1)NCCN1C(=O)S/C(=C\c2ccc(F)cc2)C1=O	4.3%	-22%	0%	-5	-2%	1%	-8%	-1	4%[57.1 µM]
CNC(=O)C1CC(=O)N(Cc2ccc(OC)c(OC)c2)C(=Nc2ccc(OC)cc2)S1 (stereo not drawn)	2.4%	-7%	0%	-1	-7%	0%	-3%	-4	1%
O=C(NCc1ccc(F)cc1)C1CCCN(S(=O)(=O)c2cccc3nonc23)C1 (stereo not drawn)	-1.2%	-3%	-14%	-5	2%	-4%	?	5	-9%
COc1ccc(-c2cc(OC(=O)c3ccc(Cl)cc3)c3c(C)oc(C)c3c(=O)c2)cc1	2.9%	-1%	0%	21	-4%	-2%	-23%	-2	-7%
CCOC(=O)c1cc(-c2ccc3c(c2)OCO3)nc2onc(C)c12	17%	-13%	-3%	-6	2%	-2%	4%	1	29%
C1CC1C(=NN=C(C1CC1)C1CC1)C1CC1	·	-1%	2%	-4	0%	0%	0%	-8	-7%[57.1 µM]
CCOC(=O)c1sc(NC(=O)C2=COCCO2)c(C#N)c1C	2.7%	-22%	10%	5	-23%	-4%	5%	-4	3%
O=C(N/N=C\c1ccc([N+](=O)[O-])o1)C1COc2ccccc2O1 (stereo not drawn)	-0.9%	-15%	2%	11	-12%	0%	4%	-4	2%[57.1 µM]
CNC(=O)CSc1nnc(SCCC(=O)O)s1	-0.1%	-16%	7%	-5	1%	-4%	5%	5	1%
CCN(CC(=O)Nc1c(F)cccc1F)C(=O)Cc1n[nH]c(=O)c2ccccc12	0.8%	-13%	3%	-1&-18	5%	-1%	1%	-3	4%
COc1cc(C)ccc1OCCSc1nnc(-c2ccc(C)cc2)o1	-1.4%	-18%	·	0	·	·	·	2	-7%
Cc1cccc(OCC(=O)Nc2nnn(C)n2)c1C	-3.5%	-12%	4%	-3	2%	0%	-7%	13	-14%
Cc1cccc(CS(=O)(=O)c2ncc(Cl)c(C(=O)Nc3ccc(F)cc3)n2)c1	2.5%	?	4%	5	?	-17%	1%	-5	3%
COc1ccc(NC(=O)c2nc(SCc3ccccc3F)ncc2Cl)cc1	-0.4%	-2%	-3%	2&-1	0%&5%	-3%&1%	-6%	5	2%&5%
CCOc1ccc(N2C(=O)C3ON(c4ccccc4)C(c4cccs4)C3C2=O)cc1 (stereo not drawn)	-0.5%	-14%	6%	-1	-20%	-1%	3%	-21	-22%[57.1 µM]
Cc1cccn2c(=O)c3cc(C(=O)NCc4ccco4)c(=N)n(C(C)C)c3nc12	6.3%	-13%	0%	-5	3%	-3%	-1%	-6	220%[activator]
Cc1ccc2c(c1)CCCN2CC(=O)N(C)c1c(N)n(Cc2ccccc2)c(=O)[nH]c1=O	-0.8%	-3%	3%	6	-11%	2%	-21%	2	18%
c1ccc(-c2nc3ccccc3c3nc4ccccc4n23)cc1	0.3%	-22%	1%	-5	0%	-3%	-5%	-8	21%[57.1 µM]
COc1ccc(C(=O)CSc2ccc(-c3ccco3)nn2)cc1	2.3%	-1%	7%	-1	-2%	-4%	4%	-13	-8%
Further entries follow.
SMILES	RXFP1 agonist	USP1 inh	mIDH1 inhibitor	LDHA block	Vif-APOBEC3G blk	GRP78 ERSR act	Vif-APOBEC3F blk	PI4K2A block	TrxR1 substrate
O=C(NCc1ccco1)c1ccc2c(c1)N(Cc1ccccc1F)C(=O)c1ccccc1S2=O (stereo not drawn)	-3.8%	-25%	-5%	-5	-1%	1%	1%	3	-2%
CN(C)C=NC(=O)c1ccc(N2CCN(c3ncc(C(F)(F)F)cc3Cl)CC2)cc1	0.9%	-1%	6%	-7	1%	1%	·	1	6%
CCOC(=O)C1(C)NC(c2cccc(C)c2)C2C(=O)N(c3ccccc3)C(=O)C21 (stereo not drawn)	1.7%	-12%	10%	-1	2%	-3%	6%	-2	1%
O=C1NN(c2ccccc2)C(=O)/C1=C/c1coc2ccccc2c1=O	0.1%	?	-2%	1	-1%	1%	-6%	-15	7%
CC(C)(C)c1ccc(CC(=O)N2CCC2(C)C(=O)NCCC#N)cc1 (stereo not drawn)	·	·	·	-3	-2%	2%	·	3	·
O=c1c2ccccc2sc2ccc(NCCCN3CCOCC3)cc12	·	?	-1%[38.3 µM]	6	?	-5%	22µM*	-5	-8%
COc1ccc2c(c1)C(=O)CC2	·	·	·	0	-2%	-3%	·	·	19%
Cc1ccccc1C(=O)NC1CCN(CC(=O)NCc2cccs2)CC1	1.1%	-20%	9%	-3	0%	-1%	0%	1	6%
CN(C(=O)Cn1nc(C(=O)O)c2ccccc2c1=O)c1ccccc1	2.3%	9%	-5%	-7&6	1%	-3%	6%	-2	-7%
CN(C(=O)CSc1ncccc1C(=O)O)c1ccccc1	-3.7%	-5%	-4%	-3	3%	1%	0%	5	2%[57.1 µM]
COC(=O)C1NN=C(C(=O)c2ccc(Cl)cc2)C1c1ccc(OC)cc1 (stereo not drawn)	0.7%	-21%	0%	-4	-3%	-1%	2%	-2	-9%
COc1ccc(C)cc1NC(=O)CN1c2ccccc2S(=O)(=O)c2ccccc21	-2.8%	-2%	23%	-5	1%	-3%	-7%	1	3%[57.1 µM]
O=C(c1ccco1)N1CCN(C(c2ccc(Cl)cc2)c2nnnn2CC2CCCO2)CC1 (stereo not drawn)	-0.2%	-4%	7%	-6	0%	-5%	-12%	0	4%[57.1 µM]
COc1cc2c(cc1OC)C(=O)N1[C@H]3c4cc(C)ccc4OC[C@@H]3[C@H](c3ccccc3)[C@]1(C)C(=O)N2	·	?	0%	0	?	-4%	-3%	0	-1%
O=C(Nc1ccccc1F)C1CCCN(S(=O)(=O)c2ccc(-n3cnnn3)cc2)C1 (stereo not drawn)	3.2%	?	-4%	-2	0%	-2%	14%	-1	-10%
CC1=CC(C)C(=O)N(CCN2CCOCC2)C(C)=C1 (stereo not drawn)	·	-27%	-1%	-2	-2%	-4%	-4%	-5	·
CCCCSc1nnc(CSc2nc3nc(C)cc(C)n3n2)o1	-1.2%	-17%	2%	-5	-3%	2%	4%	-4	9%[57.1 µM]
CCn1c(C)cc(/C=C2/SC(=O)N(C(C)C(=O)OC)C2=O)c1C (stereo not drawn)	1.1%	-20%	9%	5	0%	3%	11%	1	-11%
COc1ccc(CN2C(=O)c3cccnc3C2=O)cc1S(=O)(=O)N(C)Cc1ccco1	?	-19%	2%	-2	-4%	-1%	6%	0	-3%
COc1ccccc1NC(=O)C1=C(C)Nc2nc3ccccc3n2C1c1ccccc1Cl (stereo not drawn)	-2.7%	-16%	-6%	-11	1%	-1%	-9%	-1	0%
CC/C(C)=N/Nc1cccc([N+](=O)[O-])c1	-0.3%	-5%	-5%	1	-12%	1%	0%	3	-2%
Cc1ccc(-n2ncc3c(=O)[nH]c(SC(C)C)nc32)cc1	0.3%	-24%	16%	-1	0%	-4%	5%	-1	6%
O=C(CSc1nc2ccc([N+](=O)[O-])cc2[nH]1)c1ccc(Cl)cc1	-0.4%	-9%	11%	0	-2%	-2%	-10%	2	-7%
CCOC(=O)c1c(NC(=O)CSc2nnc(-c3c[nH]c4ccccc34)n2CCOC)sc2c1CCCCC2	1.4%	-15%	-4%	-3	8%	-1%	1%	0	6%[57.1 µM]
O=C(c1ccc(-n2cccn2)cc1)N1CCN(c2ncccc2C(F)(F)F)CC1	0.5%	-15%	2%	-9	0%	-6%	7%	-2	-5%
C[C@H](CO)N1C[C@H](C)[C@@H](CN(C)Cc2ccc(C(=O)O)cc2)OCc2cnnn2CCCC1=O	·	1%	4%	?	2%	-6%	-8%	-4	·
Cc1cccc(C)c1NC(=O)NN(C(=O)c1ccccc1)C(C)(C)C	0.0%	-10%	4%	-1	2%	-4%	1%	-1	19%

A stretch of the results above, for reference:
SMILES	RXFP1 agonist	USP1 inh	mIDH1 inhibitor	LDHA block	Vif-APOBEC3G blk	GRP78 ERSR act	Vif-APOBEC3F blk	PI4K2A block	TrxR1 substrate
C[C@H](CO)N1C[C@H](C)[C@@H](CN(C)Cc2ccc(C(=O)O)cc2)OCc2cnnn2CCCC1=O	·	1%	4%	?	2%	-6%	-8%	-4	·
Cc1cccc(C)c1NC(=O)NN(C(=O)c1ccccc1)C(C)(C)C	0.0%	-10%	4%	-1	2%	-4%	1%	-1	19%
